MBNL1 CUG block = qHTS Assay for Inhibitors of MBNL1-poly(CUG) RNA binding; 280,000 tested, 0.036% active; Potency, µM (series often up to 57.5 µM), inactives show at the top dose activity change, negative = inhibition, actives largely listed as inhibitors; TR-FRET MBNL1-His/biotin-(CUG)12 binding, 665/545 ratio; AID 2675, 2010; Muscleblind-like protein 1 (Homo sapiens), Q9NR56; active = well fitted inhibition curve with a large enough effect in the signal ratio, with a control signal flat, not every such curve was filed as active; inconclusive = small, poorly fitted or top-dose-only effect, or effect the other way, or a change in a side signal; inactive = no such curve, though single readings can be large or run the other way; the % refers to the signal ratio; also: potency is read from the fitted curve at half-maximal effect; % is scaled to controls: 0 for no effect and ±100 for the full control effect
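Compound titration spanned 92 nM–58 uM against the MBNL1-His/biotin-(CUG)12 complex. After 60 min at room temperature with 5 nM streptavidin-XL665 and 0.055 ng/ul terbium anti-His, ratiometric 665/545 nm emission (Ex 340 nm) normalized to controls.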
CXXC DNA block = qHTS Fluorescence Polarization Assay for Inhibitors of MLL CXXC domain - DNA interaction; Histone-lysine N-methyltransferase 2A (Homo sapiens), Q03164; MLL-CXXC / FITC-HOXA9 DNA fluorescence polarization; Potency, µM (highest dose often 115 µM), inactives show at the top dose activity change, negative = inhibition, actives largely listed as inhibitors; 290,000 tested, 0.037% active; AID 2662, 2010; active = well fitted inhibition curve with a large enough effect in the polarisation, with a control signal flat, not every such curve was filed as active; inconclusive = small, poorly fitted or top-dose-only effect, or effect the other way, or a change in a side signal; inactive = no such curve, though single readings can be large or run the other way; the % refers to the polarisation; also: potency is read from the fitted curve at half-maximal effect
Target sequence (Q03164 whole entry, looked up, the tested form may be a part): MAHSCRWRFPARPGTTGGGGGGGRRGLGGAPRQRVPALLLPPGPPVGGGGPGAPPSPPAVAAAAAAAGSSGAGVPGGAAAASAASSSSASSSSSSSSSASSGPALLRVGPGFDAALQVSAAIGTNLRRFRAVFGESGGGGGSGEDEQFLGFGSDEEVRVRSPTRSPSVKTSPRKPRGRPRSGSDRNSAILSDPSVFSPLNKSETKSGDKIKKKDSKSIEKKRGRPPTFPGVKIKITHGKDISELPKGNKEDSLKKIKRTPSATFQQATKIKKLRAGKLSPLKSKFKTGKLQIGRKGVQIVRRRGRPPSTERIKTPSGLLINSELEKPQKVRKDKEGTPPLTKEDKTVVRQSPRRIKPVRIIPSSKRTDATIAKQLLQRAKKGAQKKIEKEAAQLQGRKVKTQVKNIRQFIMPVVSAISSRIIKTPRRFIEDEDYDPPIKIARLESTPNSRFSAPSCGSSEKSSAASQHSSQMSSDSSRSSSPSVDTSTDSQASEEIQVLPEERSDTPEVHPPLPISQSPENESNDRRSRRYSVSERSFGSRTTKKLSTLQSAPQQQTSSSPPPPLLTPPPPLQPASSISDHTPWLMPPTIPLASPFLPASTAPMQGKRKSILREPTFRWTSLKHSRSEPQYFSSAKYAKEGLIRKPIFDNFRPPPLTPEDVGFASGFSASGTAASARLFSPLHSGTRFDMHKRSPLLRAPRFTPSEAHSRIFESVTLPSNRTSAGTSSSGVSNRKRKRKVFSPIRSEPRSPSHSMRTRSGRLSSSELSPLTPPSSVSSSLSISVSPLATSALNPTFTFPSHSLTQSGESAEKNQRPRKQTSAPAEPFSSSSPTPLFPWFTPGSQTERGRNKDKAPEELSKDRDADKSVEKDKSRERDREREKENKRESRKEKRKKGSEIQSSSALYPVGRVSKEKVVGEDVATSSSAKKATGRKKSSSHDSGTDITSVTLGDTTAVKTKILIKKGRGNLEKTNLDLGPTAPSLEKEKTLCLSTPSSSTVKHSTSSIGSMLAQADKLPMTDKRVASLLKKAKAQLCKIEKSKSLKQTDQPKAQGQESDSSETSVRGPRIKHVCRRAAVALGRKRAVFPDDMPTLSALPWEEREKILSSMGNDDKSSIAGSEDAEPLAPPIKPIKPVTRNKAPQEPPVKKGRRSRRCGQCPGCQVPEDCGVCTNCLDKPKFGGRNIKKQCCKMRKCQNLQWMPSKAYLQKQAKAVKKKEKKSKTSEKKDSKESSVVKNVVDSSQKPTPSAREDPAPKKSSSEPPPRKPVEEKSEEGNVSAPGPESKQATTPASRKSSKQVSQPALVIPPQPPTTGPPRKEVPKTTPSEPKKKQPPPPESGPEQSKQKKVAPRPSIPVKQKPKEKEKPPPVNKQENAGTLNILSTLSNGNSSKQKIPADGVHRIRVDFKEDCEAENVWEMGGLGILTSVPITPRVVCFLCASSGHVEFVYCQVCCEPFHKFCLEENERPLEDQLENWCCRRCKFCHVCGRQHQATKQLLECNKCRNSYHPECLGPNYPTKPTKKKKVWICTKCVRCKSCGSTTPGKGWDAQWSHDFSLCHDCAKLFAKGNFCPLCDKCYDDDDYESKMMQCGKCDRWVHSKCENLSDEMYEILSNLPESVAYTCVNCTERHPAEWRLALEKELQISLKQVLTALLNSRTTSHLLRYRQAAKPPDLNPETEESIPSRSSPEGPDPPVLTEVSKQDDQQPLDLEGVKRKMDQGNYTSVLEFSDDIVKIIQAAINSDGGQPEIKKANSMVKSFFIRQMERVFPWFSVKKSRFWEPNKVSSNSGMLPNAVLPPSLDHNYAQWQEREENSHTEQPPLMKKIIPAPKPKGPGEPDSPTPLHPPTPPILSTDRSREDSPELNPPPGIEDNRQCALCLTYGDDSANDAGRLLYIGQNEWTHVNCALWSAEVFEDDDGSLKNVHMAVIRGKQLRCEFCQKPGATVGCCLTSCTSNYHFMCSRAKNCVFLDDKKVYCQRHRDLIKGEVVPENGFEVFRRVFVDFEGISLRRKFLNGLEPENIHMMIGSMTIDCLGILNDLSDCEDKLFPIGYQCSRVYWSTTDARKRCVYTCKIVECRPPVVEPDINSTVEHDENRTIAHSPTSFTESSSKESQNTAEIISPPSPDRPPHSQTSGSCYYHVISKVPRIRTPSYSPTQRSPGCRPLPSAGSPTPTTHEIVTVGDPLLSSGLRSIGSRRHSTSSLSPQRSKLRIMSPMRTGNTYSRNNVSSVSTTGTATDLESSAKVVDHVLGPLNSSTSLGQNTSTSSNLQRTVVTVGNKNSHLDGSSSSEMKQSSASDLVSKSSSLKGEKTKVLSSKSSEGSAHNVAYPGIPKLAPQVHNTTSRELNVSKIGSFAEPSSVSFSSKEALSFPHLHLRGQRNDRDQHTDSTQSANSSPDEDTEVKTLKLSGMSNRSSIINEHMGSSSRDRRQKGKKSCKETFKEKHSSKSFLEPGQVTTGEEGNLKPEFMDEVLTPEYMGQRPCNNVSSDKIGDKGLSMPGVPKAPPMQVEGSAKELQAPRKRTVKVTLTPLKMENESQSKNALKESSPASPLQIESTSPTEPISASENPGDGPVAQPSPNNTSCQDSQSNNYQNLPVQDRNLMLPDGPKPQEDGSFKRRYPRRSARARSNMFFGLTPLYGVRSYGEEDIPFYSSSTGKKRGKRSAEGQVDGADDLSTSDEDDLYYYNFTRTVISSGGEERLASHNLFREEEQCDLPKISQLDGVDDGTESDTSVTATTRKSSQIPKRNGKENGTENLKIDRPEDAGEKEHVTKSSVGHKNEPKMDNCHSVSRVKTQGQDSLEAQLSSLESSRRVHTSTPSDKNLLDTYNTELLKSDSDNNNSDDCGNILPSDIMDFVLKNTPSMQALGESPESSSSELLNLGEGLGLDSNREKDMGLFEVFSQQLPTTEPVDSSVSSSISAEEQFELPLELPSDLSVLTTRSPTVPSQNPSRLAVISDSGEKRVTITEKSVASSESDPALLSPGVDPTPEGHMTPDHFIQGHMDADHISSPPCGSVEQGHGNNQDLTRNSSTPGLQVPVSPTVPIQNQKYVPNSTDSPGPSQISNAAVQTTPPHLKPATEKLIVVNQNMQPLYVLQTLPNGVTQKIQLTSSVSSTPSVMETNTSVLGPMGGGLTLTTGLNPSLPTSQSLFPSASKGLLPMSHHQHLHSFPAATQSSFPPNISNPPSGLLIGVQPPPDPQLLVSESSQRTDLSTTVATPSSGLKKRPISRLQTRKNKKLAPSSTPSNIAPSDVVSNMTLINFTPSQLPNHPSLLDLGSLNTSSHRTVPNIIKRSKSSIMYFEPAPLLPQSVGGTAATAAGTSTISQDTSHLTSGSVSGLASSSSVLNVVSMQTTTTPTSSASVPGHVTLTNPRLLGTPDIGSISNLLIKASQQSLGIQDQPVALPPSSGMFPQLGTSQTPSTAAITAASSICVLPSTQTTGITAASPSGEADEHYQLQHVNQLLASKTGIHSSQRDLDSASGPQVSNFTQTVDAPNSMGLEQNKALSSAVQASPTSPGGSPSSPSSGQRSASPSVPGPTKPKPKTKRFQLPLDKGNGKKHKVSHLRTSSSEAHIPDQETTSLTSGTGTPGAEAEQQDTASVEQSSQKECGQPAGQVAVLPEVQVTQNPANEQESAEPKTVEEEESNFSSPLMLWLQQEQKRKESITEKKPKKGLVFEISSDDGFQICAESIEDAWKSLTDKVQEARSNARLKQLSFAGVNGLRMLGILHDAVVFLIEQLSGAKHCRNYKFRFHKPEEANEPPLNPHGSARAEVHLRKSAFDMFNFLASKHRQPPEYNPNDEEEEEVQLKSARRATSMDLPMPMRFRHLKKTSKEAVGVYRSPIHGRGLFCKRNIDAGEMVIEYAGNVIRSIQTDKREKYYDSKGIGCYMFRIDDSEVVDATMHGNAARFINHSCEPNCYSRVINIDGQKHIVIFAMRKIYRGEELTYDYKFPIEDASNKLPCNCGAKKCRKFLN
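Fluorescence polarization: 7 uM MLL-CXXC (stock) preincubated 5 min with compounds, then 50 nM fluorescein-HOX-A9 DNA (stock) added; 30 min ambient. Buffer 50 mM Tris-HCl pH 7.5, 50 mM NaCl, 1 mM DTT, 0.05% BSA.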
TCR act = Activators of T cell receptors: qHTS campaign. primary human leukocytes, anti-CD3, IL-2 HTRF, 48 h. Potency, µM (top dose mostly 9.22 µM), inactives show at the highest dose activation of IL-2 secretion, hits mostly activators. 330,000 tested, under 10 active; also: % of control where 0% means no effect
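IL-2 release read by HTRF sandwich (Eu cryptate donor, d2 acceptor, 665 nm emission) after 48 hr exposure of primary human leukocytes to compound together with anti-CD3 beads in the absence of co-stimulatory signals.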
A-T KAP1 phos = qHTS Assay for Identifying a Potential Treatment of Ataxia-Telangiectasia | […] A-T fibroblasts, KAP-1 phosphorylation AlphaLISA; neocarzinostatin DNA damage 30 min before lysis | Potency, µM (series often up to 57.5 µM), without a hit: top-dose activation, most hits filed as activators | 320,000 tested, 0.19% active; also: potency is read from the fitted curve at half-maximal effect; % of control where 0% means no effect; nearly all actives have a fitted effect of over 45% in size
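hTERT-immortalized A-T patient fibroblasts ([…]), 500 cells/well in OPTI-MEM, 1% FBS, got compounds for 60 min, then NCS for 30 min at 37C. Lysates were then assayed for phospho-KAP-1 by AlphaLISA (anti-pKAP1 donor, anti-KAP1 acceptor beads), 6 hr at 25C.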
PTAP TSG101 blk = qHTS Assay for Iinhibitors of HIV-1 Budding by Blocking the Interaction of PTAP/TSG101; Tumor susceptibility gene 101 protein (Homo sapiens), Q99816; Fluorescence polarization, FITC-PTAP peptide / Tsg101 binding; Potency, µM (highest dose often 115 µM), without a hit: at the highest dose activity change, negative = inhibition, actives largely listed as inhibitors; 340,000 tested, under 10 active; AID 493005, 2010; active = well fitted inhibition curve with a large enough effect in the main read-out, with a control signal flat, not every such curve was filed as active; inconclusive = small, poorly fitted or top-dose-only effect, or effect the other way, or a change in a side signal; inactive = no such curve, though single readings can be large or run the other way; also: potency is read from the fitted curve at half-maximal effect; % of control where 0% means no effect
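Steps: Tsg101 binding domain dispensed (10 uM final), compounds pinned in DMSO, FITC-labeled PTAP-motif peptide added (50 nM final); after 20 min binding at room temperature, polarization measured.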
TSHR antag = Antagonists of the Thyroid Stimulating Hormone Receptor: HTS campaign; Thyrotropin receptor (Homo sapiens), P16473; TSHR-expressing cells, TSH-stimulated cAMP HTRF, 2 h; stronger effect = lower value; activity change, negative = inhibition, % at 11.5 µM; 330,000 tested, 0.2% active;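 active = activity change below a set negative limit, meaning inhibition stronger than a set level, cut at about -70% in these data; inconclusive = activity change between two set negative limits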; also: % is scaled to controls: 0 for no effect and ±100 for the full control effect
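Freshly harvested TSHR cells receive pin-tooled compound, then EC80 TSH at 4nM final. After 2 hours at 37 deg C, antibody in lysis buffer and cAMP-d2 are added; 30 minutes at ambient temperature precede the HTRF read.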
Mito fusion yeast = qHTS Assay for Small Molecule Inhibitors of Mitochondrial Division or Activators of Mitochondrial Fusion | S. cerevisiae fusion-defective mutant growth rescue, CellTiterGlo 48 h | Potency, µM (highest dose often 46.1 µM), for the others: at the highest dose growth rescue (activation), most hits filed as activators | 320,000 tested, 0.23% active | AID 485298, 2010;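 also: potency is read from the fitted curve at half-maximal effect; % of control where 0% means no effect; nearly all actives have a fitted effect of over 45% in size; temperature-sensitive fusion mutants such as fzo1-1 at 37 °C on non-fermentable ethanol glycerol medium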
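Temperature-sensitive fusion-defective S. cerevisiae (e.g. fzo1-1, mgm1-5) were grown with compound in YPEG medium (3% ethanol, 3% glycerol) for 48 hours at 37C. Growth rescue was measured as viability by CellTiterGlo luminescence after 10 minutes at ambient.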
ASM inhibitor = Inhibitors of Secretory Acid Sphingomyelinase (S-ASM): qHTS | Potency, µM (doses to about 57.5 µM), inactives show top-dose activity change, negative = inhibition, most hits filed as inhibitors | Sphingomyelin phosphodiesterase (Homo sapiens), P17405 | AID 504937, 2011 | 340,000 tested, 0.006% active | placental ASM, HMU-PC fluorogenic substrate, 60 min; also: potency is read from the fitted curve at half-maximal effect
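HMU-PC0 cleavage (9 uM final) by human placental ASM, 60 min at 37 °C following 10 min compound exposure at RT; stopped at pH 10, fluorescence Ex 386/Em 447 nm.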
Menin-MLL TR inh = qHTS Assay for Inhibitors Targeting the Menin-MLL Interaction in MLL Related Leukemias: Competition With Texas Red Labeled MLL-derived Mutant Peptide; Potency, µM (top dose mostly 61.6 µM), for inactives: at the top dose FP activity change, negative = inhibition, most hits filed as inhibitors; O00255; 270,000 tested, 0.23% active; AID 1768, 2009; Menin + Texas Red MLL mutant peptide, fluorescence polarization; active = well fitted inhibition curve with a large enough effect in the polarisation, with a control signal flat, not every such curve was filed as active; inconclusive = small, poorly fitted or top-dose-only effect, or effect the other way, or a change in a side signal; inactive = no such curve, though single readings can be large or run the other way; the % refers to the polarisation; also: potency is read from the fitted curve at half-maximal effect; % of control where 0% means no effect; many of its hits are not listed in these tables
a7 integrin act = qHTS for Activators of Integrin-Mediated Alleviation for Muscular Dystrophy. 350,000 tested, 0.064% active. Potency, µM (series often up to 38.3 µM), for inactives: at the top dose activation, most hits filed as activators. alpha7betagal myoblasts, beta-gal FDG fluorescence, 48 h. AID 624291, 2012;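 also: potency is read from the fitted curve at half-maximal effect; 100% = response of the positive control SU9516; nearly all actives have a fitted effect of over 60% in size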
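Alpha7betagal+/- myoblasts (passage 13) were plated 16-24 hr, then exposed to compounds (1:260 dilution of DMSO stock) for 48 hours at 37C. After MPER lysis, β-galactosidase reporter activity was read as FDG fluorescence (ex 480/em 540) after 30 minutes.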
Numbers without * were called inactive; ? = inconclusive; . = no result given; [ ] = another dose, or the depositor's remark. Unless noted, calls follow the shape of the dose curve; as a rule, active = well fitted curve in the direction sought with a large enough effect; inconclusive = small, poorly fitted or top-dose-only effect, or another doubt; inactive = no such curve, though single readings can be large; an effect the other way counts as inactive or inconclusive. The list is partial; rates above refer to the full screens.

SMILES	MBNL1 CUG block	CXXC DNA block	TCR act	A-T KAP1 phos	PTAP TSG101 blk	TSHR antag	Mito fusion yeast	ASM inhibitor	Menin-MLL TR inh	a7 integrin act
CCCc1nnc(NC(=O)CCC(=O)N2CCN(C3c4ccccc4-c4ccccc43)CC2)s1	-8%	-4%	0%[46.1 µM]	0%	-1%	4	-1%	1%	6%	13%
O=C(NCc1ccccc1C(F)(F)F)C1CC(c2ccccc2C(F)(F)F)=NO1 (stereo not drawn)	-2%	7%	9%	?	-1%	-4	29%	1%	.	13%
Cc1ccc(OCc2nc(C#N)c(N3CCCC3)o2)cc1	?	8%	1%[46.1 µM]	-4%	-2%	4	0%	2%	-1%	4%
Cc1c(Cl)cccc1NC(=O)c1ncn[nH]1	-5%	-3%	-7%	-4%	-3%	0	4%	4%	.	?
COc1ccc(C(=O)NC(=O)COC(=O)C2COc3ccccc3O2)cc1 (stereo not drawn)	-6%	0%	-21%	-1%	0%	12	0%	1%	3%	8%
COc1ccc(C2N(C(=O)CN3CCCC3)CCCN2S(=O)(=O)c2ccccc2)cc1 (stereo not drawn)	-2%	-2%	7%	7%	-1%	8	-17%	1%[11.5 µM]	?	-19%
CC(C)(C)OC(=O)C[C@@H]1C/C=C\C[C@@H](CC(=O)N(CCO)Cc2ccccc2)C(=O)N[C@@H](c2ccccc2)COC1=O	.	.	15%	7%	.	17	.	-2%	.	2%
COC(=O)C1=C(NC(=O)c2ccccc2[N+](=O)[O-])CCS1	.	4%	6%	-8%	-8%	1	-7%	0%	7%	16%
O=C(COC(=O)COc1ccc(Cl)cc1Cl)NC1CCCC1	.	.	2%	0%	0%	12	-3%	-2%	.	23%
Cc1cccc(C=Nc2ccccc2C(N)=O)c1	-2%	-8%	-3%	-2%	-7%	-7	-4%	158%[activator]	0%	-4%
Cc1ccc(S(=O)(=O)N2CCN(c3cnn(-c4ccccc4)c(=O)c3Cl)CC2)cc1	22%	13%	4%[46.1 µM]	1%	0%	2	-4%	4%	-1%	9%
O=C(NCCCO)C(=O)NCC(c1ccc2c(c1)OCO2)N1CCN(c2ccc(F)cc2)CC1 (stereo not drawn)	-20%	6%	0%	9%	-5%	57	2%	-3%	-3%	-40%
CCOC(=O)c1c(NC(=O)c2cccs2)sc(C)c1C	9%	-1%	-4%	-2%	-3%	5	1%	29%	-16%	22%
COc1ccc(NC(=S)N(CCc2c(C)[nH]c3ccccc23)Cc2cccnc2)cc1	-6%	6%	3%	3%	-2%	5	-4%	-2%	8%	10%
COc1ccc(S(=O)(=O)NCc2ccc(C)cc2)cc1	-4%	7%	0%	8%	-7%	2	5%	-1%	.	-14%
Nc1ncnc2nc(N3CCN(C(=O)c4ccccc4)CC3)[nH]c12	-10%	-4%	1%	12%	0%	2	4%	2%	-4%	-7%
CN1CCN(C(=O)c2ccc(OCCOc3ccccc3)cc2)CC1	-2%	-16%	-3%	-7%	-1%	2	-1%	-3%	-1%	2%
COc1cccc(C(=O)NCC(=O)N2CCC3(CC2)NCCc2[nH]cnc23)c1OC	4%	7%	6%	-2%	1%	0	-2%	-2%	.	?
COc1ccc2c(c1)C(=O)/C(=C/C=C/c1ccccc1)CC2	-13%	-1%	-2%[46.1 µM]	3%	-4%	53	15%	-1%	-8%	14%
CCC1(CC)C(=O)N=C2c3ccccc3C(=O)N21	0%	3%	-5%	1%	-2%	-22	4%	2%	-11%	0%
CCc1ccccc1NC(=O)Cn1nc(C)n2cccc2c1=O	-7%	26%	-8%	2%	0%	7	4%	-4%	-3%	37%
O=C(N/N=C\c1cccnc1)c1ccc(Cl)s1	16%	-2%	2%	-5%	-1%	-19	1%	0%	0%	?
Cc1cccn2c(CNCC3(c4ccccc4)CCCC3)c(C(=O)N3CCOCC3)nc12	-4%	2%	3%	7%	-1%	-4	-3%	0%	?	9%
O=C(O)C(Cc1ccc(O)cc1)N1C(=O)C2CCCCC2C1=O (stereo not drawn)	.	-5%	-3%	9%	-8%	31	9%	3%	.	6%
O=C(CNC(=S)N(Cc1ccccc1)Cc1cccnc1)NCc1ccccc1	0%	3%	-5%	2%	-1%	3	27%	-3%	4%	-11%
COc1ccc(-c2noc(-c3ccccc3C(=O)Nc3cccc(OC)c3)n2)cc1	0%	-6%	5%	-2%	0%	-11	3%	-27%	?	-29%
COc1ccc(-c2cc(C)no2)cc1S(=O)(=O)NCc1cccc(C)c1	-4%	11%	-1%	5%	-2%	-6	-4%	-5%	.	-14%
O=C(Nc1cccc(S(=O)(=O)N2CCOCC2)c1)c1cc2ccccc2o1	-4%	-2%	-18%	2%	-8%	-8	0%	-7%	.	33%
O=C(c1ccc(S(=O)(=O)N2CCCCCC2)cc1)N(c1ccccn1)C1CCCCC1	-2%	9%	-1%	18%	0%	2	-28%	-2%	-12%	?
O=C(Nc1n[nH]c(C2CCCCC2)n1)C1CCCCC1	4%	6%	-1%	1%	0%	-3	1%	-4%	-1%	-6%
O=C(OCc1nc2ccsc2c(=O)[nH]1)c1ccccc1	.	.	-1%	7%	-4%	6	-3%	0%	.	-12%
Cc1ccc(C2=NN(CCC(=O)NCCC(C)C)C(=O)CC2)cc1	.	3%	4%	6%	.	-2	-1%	.	3%	.
Cc1nc(NC(=O)c2c(-c3ccccc3Cl)noc2C)sc1C	1%	-3%	-2%	13%	0%	-6	0%	1%	.	-31%
CC(C)CC(=O)O/N=C1\C(=O)N(Cc2ccc(Cl)cc2)c2ccc([N+](=O)[O-])cc21	?	210%[activator]	.	-2%	.	-6	7%	.	40%[activator]	.
CCCCN(C(=O)CSc1c(C)c(C)cc(C)c1C)c1c(N)n(CCC)c(=O)[nH]c1=O	.	.	-19%	-1%	-2%	-6	-2%	1%	.	3%
CCOc1cc(/C=C/C(=O)c2ccc(OC)c(CN3CCOCC3)c2)cc(Br)c1O	1%	?	-3%	11%	12%	-1	1%	-10%	20%	-70%[inhibitor]
O=C(N/N=C/c1ccccn1)c1ccc(Cl)c(Cl)c1	2%	?	.	-4%	.	8	23%	.	-23%	.
COc1ccc(OC)c(C(=O)c2ccccn2)c1	-1%	7%	3%	-4%	-1%	-2	1%	1%	-18%	18%
Cc1ccccc1C(=O)NCCCCc1ccccc1	.	-2%	-8%[46.1 µM]	7%	-3%	-2	-2%	1%	-2%	2%
O=C(c1cc2cc(Br)ccc2s1)N1CCOCC1	-3%	6%	-4%	0%	-3%	1	2%	-1%	-7%	4%
O=C(NC1CCCC1)c1ccc(S(=O)(=O)N2CCCC2)cc1	-2%	3%	-3%	14%	-5%	-12	-2%	1%	5%	15%
CCC1([N+](=O)[O-])COC(c2ccc(C)cc2)OC1 (stereo not drawn)	.	.	-1%	.	0%	.	.	4%	.	20%
COc1ccc(-c2nc(N)n(C(=O)c3ccco3)n2)cc1	-6%	79%[activator]	-1%	9%	0%	-3	0%	1%	-22%	23%
CN(c1ccc(C(=O)NCc2ccc3c(c2)OCO3)cc1)S(=O)(=O)c1ccccc1	16%	-6%	4%	-1%	-7%	-1	-1%	2%	3%	37%
Cc1ccc(NCc2nnc3n2CCCCC3)cc1	-2%	-19%	-33%	.	1%	20	-3%	-1%	-10%	21%
CCCCNC(=S)NNC(=O)c1nn(C)cc1Cl	?	2%	2%[46.1 µM]	0%	-2%	3	0%	3%	11%	28%
COc1ccc(CNCCS(=O)(=O)NCc2ccc(OC)cc2)cc1	.	.	-4%	.	0%	.	.	1%	.	-1%

From PubChem
